Screening results deposited in PubChem BioAssay by The Scripps Research Institute Molecular Screening Center.
EBNA-1 inhibitor: EBNA-1 DNA-binding inhibitors, primary screen, biochemical, fluorescence polarization | inhibition, % at 14.8 µM | 0.34% of 300,000 active | AID 1950, 2009; in the data active = inhibition above about 28%
PAFAH1B3 inh: PAFAH1B3 enzyme inhibitors, primary screen, biochemical, fluorescence polarization, human; 0.28% of 340,000 active; Platelet-activating factor acetylhydrolase IB subunit alpha1 (Homo sapiens), Q15102; AID 492972, 2010; inhibition, % at 3.39 µM; recombinant PAFAH1B3, FP-rhodamine probe;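 active = inhibition above the screen-wide average of all tested compounds plus 3 SD, cut at about 25% in these data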;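 also: 0% = enzyme with DMSO only and 100% = wells lacking PAFAH1B3 protein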
ZTA DNA inh: counter-screen for EBNA-1 inhibitors: inhibitors of Epstein-Barr virus ZTA; P03206; ZTA-DNA binding, fluorescence polarization; inhibition, % at 11 µM; 0.15% of 320,000 active; AID 2234; in the data active = inhibition above about 33%
Target sequence (P03206 whole entry, looked up): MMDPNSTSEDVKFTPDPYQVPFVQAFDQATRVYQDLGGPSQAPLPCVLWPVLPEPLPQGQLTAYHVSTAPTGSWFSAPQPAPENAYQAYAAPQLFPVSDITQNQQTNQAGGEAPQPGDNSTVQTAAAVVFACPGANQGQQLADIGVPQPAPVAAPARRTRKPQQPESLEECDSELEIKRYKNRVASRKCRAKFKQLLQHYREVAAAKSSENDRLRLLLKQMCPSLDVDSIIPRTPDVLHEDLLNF
pPAFAH FP inh: pPAFAH enzyme inhibitors, primary screen, biochemical, fluorescence polarization, human; Platelet-activating factor acetylhydrolase (Homo sapiens), Q13093; recombinant pPAFAH, FP-rhodamine probe fluorescence polarization; inhibition, % at 3.39 µM; 1.5% of 330,000 active; AID 463082, 2010;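 active = inhibition above the mean inhibition across the screen plus 3 SD, cut at about 25% in these data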;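 also: inhibitors block binding of the rhodamine activity-based probe so polarization drops; 0% = enzyme with DMSO and 100% = wells lacking pPAFAH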
PREPL inhibitor: PREPL enzyme inhibitors, primary screen, biochemical, fluorescence polarization. Prolyl endopeptidase-like (Homo sapiens), Q4J6C6. inhibition, % at 5.96 µM. 0.68% of 320,000 active. recombinant PREPL, fluorescence polarization activity-based probe; in the data active = inhibition above about 43%;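 also: 0% = enzyme with DMSO and 100% = wells lacking enzyme; many of its hits are not listed in these tables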
PAFAH2 FP inh: PAFAH2 enzyme inhibitors, primary screen, biochemical, fluorescence polarization, human; recombinant PAFAH2, FP-rhodamine activity probe; Platelet-activating factor acetylhydrolase 2, cytoplasmic (Homo sapiens), Q99487; AID 492956, 2010; 0.99% of 340,000 active; inhibition, % at 3.39 µM;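 active = inhibition above the mean over all tested compounds plus 3 SD, cut at about 30% in these data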;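 also: inhibitors block probe labeling of enzyme so polarization drops; 0% = enzyme with DMSO and 100% = wells lacking PAFAH2 protein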
LYPLA1 counter: LYPLA1 inhibitors, primary screen, counter-screen for PME1 inhibitor project, biochemical, fluorescence polarization, FP-Rh probe ABPP; recombinant LYPLA1; inhibition, % at 5.9 µM; 0.16% of 320,000 active; AID 2174, 2009;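 active = inhibition above the mean of all tested compounds plus 3 SD, set per campaign, cut at about 14% in these data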;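 also: inhibitors block serine hydrolase probe labeling of LYPLA1 so polarization falls; 0% = enzyme with DMSO and 100% = wells lacking LYPLA1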
Target sequence (O75608 whole entry, looked up): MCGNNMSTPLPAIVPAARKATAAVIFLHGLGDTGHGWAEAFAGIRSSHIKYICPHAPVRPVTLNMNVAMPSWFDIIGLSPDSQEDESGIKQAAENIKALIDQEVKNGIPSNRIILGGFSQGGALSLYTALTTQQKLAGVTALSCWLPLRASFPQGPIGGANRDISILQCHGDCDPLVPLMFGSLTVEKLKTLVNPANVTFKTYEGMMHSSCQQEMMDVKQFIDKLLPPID
PAFAH1B2 inh: PAFAH1B2 enzyme inhibitors, primary screen, biochemical, fluorescence polarization, human; Platelet-activating factor acetylhydrolase IB subunit alpha2 (Homo sapiens), P68402; recombinant PAFAH1B2, FP-rhodamine activity probe; inhibition, % at 3.39 µM; 1.2% of 340,000 active;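 active = inhibition above the mean of all tested compounds plus 3 SD, cut at about 24% in these data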;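 also: 0% = enzyme with DMSO and 100% = wells lacking PAFAH1B2; many of its hits are not listed in these tables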
Target sequence (P68402 whole entry, looked up): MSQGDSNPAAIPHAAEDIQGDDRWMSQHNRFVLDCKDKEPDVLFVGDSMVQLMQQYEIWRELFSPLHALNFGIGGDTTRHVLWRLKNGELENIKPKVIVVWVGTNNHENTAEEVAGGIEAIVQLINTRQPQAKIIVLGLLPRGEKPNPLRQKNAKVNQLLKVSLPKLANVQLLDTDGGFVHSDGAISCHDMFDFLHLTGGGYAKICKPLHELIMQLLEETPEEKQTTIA
LYPLA2 counter: LYPLA2 inhibitors, primary screen, counter-screen for PME1 inhibitor project, biochemical, fluorescence polarization, FP-Rh probe ABPP; recombinant LYPLA2; inhibition, % at 5.9 µM; 0.38% of 320,000 active; AID 2177, 2009;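 active = inhibition above the screen-wide mean plus 3 SD, limit set per campaign, cut at about 26% in these data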;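 also: 0% = LYPLA2 with DMSO and 100% = wells lacking LYPLA2 enzyme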
Target sequence (O95372 whole entry, looked up): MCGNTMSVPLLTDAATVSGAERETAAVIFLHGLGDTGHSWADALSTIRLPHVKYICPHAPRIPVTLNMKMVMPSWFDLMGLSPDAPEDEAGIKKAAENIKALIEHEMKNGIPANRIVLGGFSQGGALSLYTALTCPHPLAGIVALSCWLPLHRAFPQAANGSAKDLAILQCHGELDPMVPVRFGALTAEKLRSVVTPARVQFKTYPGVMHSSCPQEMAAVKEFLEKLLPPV
* = called active by the depositor; . = not tested or not shown. These rows are one share of the data, so the mix of outcomes need not match the whole.

Molecule	EBNA-1 inhibitor	PAFAH1B3 inh	PAFAH2 FP inh	LYPLA2 counter	pPAFAH FP inh	PREPL inhibitor	ZTA DNA inh	PAFAH1B2 inh	LYPLA1 counter
CCOC(=O)C1CCN(C(=O)COc2ccc(Br)cc2C)CC1	4	2	10	4	2	11	1	2	8
O=C(CN1CCN(c2ccc(O)cc2)CC1)Nc1ccc2c(c1)OCCO2	-9	10	1	0	9	2	-7	1	-1
COc1ccccc1C(=O)CN1C(=O)NC2(CCc3ccccc32)C1=O (stereo unspecified)	-2	2	9	2	8	0	-3	0	0
COc1ccc2[nH]c(=O)c(CN(C(=O)c3cccnc3)c3cc(C)ccc3C)cc2c1	-5	8	2	3	0	-5	16	1	1
CN1CCC(=NNC(=O)C(=O)Nc2ccccc2F)CC1	5	7	5	3	3	7	9	6	1
O=C(c1cccc(Cl)c1)N1CCN(C(=O)c2ccccc2F)CC1	-2	2	-9	1	-1	4	13	3	1
COc1ccc(-c2csc(NC(C)c3nc4cc(Cl)c(N5CCCCC5)cc4n3CCOCCO)n2)cc1 (stereo unspecified)	3	7	10	-7	19	24	-4	0	-4
Cn1c(/C=C/c2ccc(Br)cc2)c([N+](=O)[O-])c(=O)n(C)c1=O	7	11	-5	9	8	-29	24	-1	2
S=C(Nc1ccc(CN2CCCCC2)cc1)Nc1cccc(Cl)c1Cl	14	5	-4	-5	2	18	13	4	-2
Cc1ccc(C(C)C)c(OCC(=O)NNCC(=O)Nc2cccc(F)c2)c1	.	5	-3	.	8	6	.	25*	.

Grouped by structure, the entries above containing an aryl methoxy group (3)
Molecule	EBNA-1 inhibitor	PAFAH1B3 inh	PAFAH2 FP inh	LYPLA2 counter	pPAFAH FP inh	PREPL inhibitor	ZTA DNA inh	PAFAH1B2 inh	LYPLA1 counter
COc1ccccc1C(=O)CN1C(=O)NC2(CCc3ccccc32)C1=O (stereo unspecified)	-2	2	9	2	8	0	-3	0	0
COc1ccc2[nH]c(=O)c(CN(C(=O)c3cccnc3)c3cc(C)ccc3C)cc2c1	-5	8	2	3	0	-5	16	1	1
COc1ccc(-c2csc(NC(C)c3nc4cc(Cl)c(N5CCCCC5)cc4n3CCOCCO)n2)cc1 (stereo unspecified)	3	7	10	-7	19	24	-4	0	-4

Further compounds follow:
Molecule	EBNA-1 inhibitor	PAFAH1B3 inh	PAFAH2 FP inh	LYPLA2 counter	pPAFAH FP inh	PREPL inhibitor	ZTA DNA inh	PAFAH1B2 inh	LYPLA1 counter
CC1CCN(CCCNC(=O)C2CCN(S(=O)(=O)N3CCCCC3)CC2)CC1	-9	1	2	0	-1	-2	-8	2	-3
COc1ccc(O)c(CN2CCC(n3nccc3NC(=O)CCOc3ccccc3)CC2)c1	0	4	-6	7	6	17	2	-1	0
CC(C)Cn1c(SCC(=O)NCCCN2CCCC2=O)nc2ccccc21	0	-1	6	-5	-2	9	-8	13	-2
CC(C)(C)OC(=O)NCCCCCNC(=O)c1[nH]cnc1C(=O)Nc1ccon1	.	15	-2	-2	-1	-2	9	8	0
C=CCNC(=O)CN(c1ccc(F)cc1)S(=O)(=O)c1ccc(OC)cc1	1	6	-3	4	-2	0	1	1	3
CCOc1cc(C=O)ccc1OCCn1c([N+](=O)[O-])cnc1C	9	6	-7	4	5	3	13	0	0
COc1ccc(F)cc1C(=O)C1CCCN(Cc2ccc(Sc3nncn3C)o2)C1 (stereo unspecified)	7	6	2	0	-1	1	2	0	-1
CCc1c(O)nc(SCC(=O)N2CCCCC2)n(-c2ccccc2C)c1=O	-13	0	0	2	1	-1	-8	-1	1
O=C(CCC1CCCC1)N[C@@H](Cc1ccc(O)cc1)C(=O)O	-5	0	6	0	3	6	-4	4	0
Cc1cccc(N(CC(=O)NC2CCCC2)C(=O)CCCC(=O)Nc2ccccn2)c1	5	5	4	0	7	-4	19	1	3

Record cards, from the list above. Values in the order: EBNA-1 inhibitor | PAFAH1B3 inh | PAFAH2 FP inh | LYPLA2 counter | pPAFAH FP inh | PREPL inhibitor | ZTA DNA inh | PAFAH1B2 inh | LYPLA1 counter
O=C(CCC1CCCC1)N[C@@H](Cc1ccc(O)cc1)C(=O)O is entered as -5 | 0 | 6 | 0 | 3 | 6 | -4 | 4 | 0
CC(C)(C)OC(=O)NCCCCCNC(=O)c1[nH]cnc1C(=O)Nc1ccon1 is entered as . | 15 | -2 | -2 | -1 | -2 | 9 | 8 | 0

Returning to the listing, starting 2 compounds before the break.
Molecule	EBNA-1 inhibitor	PAFAH1B3 inh	PAFAH2 FP inh	LYPLA2 counter	pPAFAH FP inh	PREPL inhibitor	ZTA DNA inh	PAFAH1B2 inh	LYPLA1 counter
O=C(CCC1CCCC1)N[C@@H](Cc1ccc(O)cc1)C(=O)O	-5	0	6	0	3	6	-4	4	0
Cc1cccc(N(CC(=O)NC2CCCC2)C(=O)CCCC(=O)Nc2ccccn2)c1	5	5	4	0	7	-4	19	1	3
Cc1c(C(c2ccc(O)cc2)c2c(C)n(C)n(-c3ccccc3)c2=O)c(=O)n(-c2ccccc2)n1C	0	.	.	-5	-2	-1	8	.	0
Cc1ccc(-n2nc(-c3ccc(OC(F)(F)F)cc3)cc2N)cc1C	5	.	.	-1	9	11	0	.	-2
O=C(CSc1nnc(Cc2ccc3c(c2)OCO3)n1C1CCCCC1)NC1CCCC1	0	9	5	-5	5	16	-2	3	-4
COCCN(CCOC)C(=O)c1ccc(CSc2nc3ccccc3s2)cc1	2	0	0	7	4	21	4	4	3
O=C(Nc1ccc(N2CCN(Cc3ccccc3Cl)CC2)cc1)c1cccnc1	6	11	1	14	10	38	-3	-1	5
CCc1ccccc1NC(=O)c1cnc2scc(C)n2c1=O	-7	2	1	-3	-2	10	-2	2	-1
O=C(/C=C(\c1ccccc1)n1cncn1)c1ccccc1	0	2	-2	0	0	1	-5	-1	-3
CC(C)CCNC(=O)c1cc(-c2ccco2)nc2ccccc12	-7	0	3	-4	-1	-5	5	-1	-2
CCCCc1ccc(NC(=S)Nc2cccnc2)cc1	0	11	-3	-5	-1	4	-9	2	1
CCC(C)c1ccc(NC(=S)Nc2ccc(OC)c(OC)c2)cc1 (stereo unspecified)	-3	4	-5	6	7	5	-5	1	0
Cc1cc(Br)ccc1OCC(=O)NC1CCCC1	7	4	3	-1	6	-21	7	11	4
CCOc1ccc(OCC)c(S(=O)(=O)N2CCCCC2C)c1 (stereo unspecified)	-8	0	-6	6	4	5	-8	7	0
COc1ccc(Br)cc1S(=O)(=O)N1CCOCC1	-3	7	8	-2	-9	32	-1	3	-2
Cc1noc(/C=C/c2ccccn2)c1[N+](=O)[O-]	5	8	8	5	8	1	9	1	-2
c1ccc2c(c1)nc1n2CCN1CCN1CCCC1	-6	5	6	-1	2	-4	-4	2	-3
O=[N+]([O-])c1cccc(-c2nn(-c3ccccc3)cc2CO)c1	-9	-1	2	6	7	13	3	0	3
COC(=O)c1ccc(NC(=O)c2ccccc2NS(=O)(=O)c2ccccc2)cc1	11	4	-9	-5	20	11	14	0	-4
COc1ccc(Nc2nc(NCc3ccco3)nc(N/N=C/c3ccccc3F)n2)cc1	0	-3	-12	-5	-11	23	8	-1	-9
CCc1ccc(NC(=O)COC(=O)/C=C/c2c(C)nn(C3CCS(=O)(=O)C3)c2Cl)cc1 (stereo unspecified)	2	5	-3	8	7	10	12	-3	4
O=C(/C=C/c1cccc([N+](=O)[O-])c1)NCCc1ccc(F)cc1	5	3	-6	-5	4	14	3	3	-1
O=S1(=O)CCO[C@H]2Cc3ccccc3[C@H]2N1Cc1ccccc1F	-3	7	3	3	0	-4	14	16	3
N#CC(C#N)=Cc1cn(-c2ncc(C(F)(F)F)cc2Cl)c2ccccc12	-2	-16	-6	-1	4	-3	-1	-9	3
O=c1[nH][nH]c2cc(=O)n(-c3ccc(Cl)cc3)nc12	-8	-1	11	-5	19	15	-5	8	-3
Cc1ccc(S(=O)Cc2ccc(C(=O)N3CCN(C4CCCCC4)CC3)o2)cc1 (stereo unspecified)	5	4	5	1	4	0	10	1	3
CCN1C[C@@H]2[C@@H]3C(=O)N(Cc4ccccc4)C(=O)[C@@H]3[C@](Cc3ccccc3)(C(=O)OC)N2C1=NC1CCCCC1	.	-2	5	.	4	.	.	5	.
CN(C)CCNc1nc(-c2ccco2)c2c(c1C#N)CC(C)(C)OC2	-1	10	-1	-1	-2	0	17	5	-2
COC(=O)CCNC(=O)Cn1cnc2sc3c(c2c1=O)CCCC3	6	7	-4	-3	0	3	-8	0	-1
Cc1occc1C(=O)NNC(=S)Nc1ccccc1C(F)(F)F	-5	6	2	6	0	6	15	9	3
N#Cc1ccccc1N=Cc1ccc(Br)cc1	11	5	-4	2	3	-3	7	3	-3
CC(C)NS(=O)(=O)c1ccc(CCC(=O)Nc2ccc3c(c2)OCCO3)cc1	13	10	-6	0	-3	-1	8	0	-1
CC(=O)Nc1ccccc1/C=C/c1ccc2c(C)cc(C)c(O)c2n1	-14	1	-1	2	-1	7	-10	3	3
O=C(O)c1ccc2c(c1)C(=O)N(c1nccs1)C2=O	-9	6	-4	3	3	9	-4	1	3
N=c1c(S(=O)(=O)c2ccc(Br)cc2)cc2c(=O)n3ccccc3nc2n1Cc1ccccc1	3	9	-3	-2	3	2	-6	4	-6
CCOc1ccc(CCNC(=O)CCn2cccc2)cc1OCC	-4	5	3	-5	0	3	2	4	3
C/C(Cc1ccccc1)=N\NC(=O)CNC(=O)c1ccccc1Cl	-11	8	-3	-5	-3	14	-1	13	-2
COc1ccc(-n2c(SCC(=O)Nc3nccs3)nc3c(c2=O)SCC3)cc1	10	7	6	-6	2	-1	19	3	-4
CCOC(=O)c1c(S(=O)(=O)NCC(C)c2ccccc2)c(C)n(C)c1C (stereo unspecified)	-15	-3	1	-7	-3	15	-2	7	-3
C=CCNC(=S)/N=c1/scc(C)n1C	7	4	-7	7	0	11	-14	4	3
Cn1c(CNC(=O)CCNC(=O)c2cccc(F)c2)cc(=O)n(C)c1=O	5	4	1	5	-1	8	8	8	-3
Cc1cc(=O)n(CC(=O)Nc2cc(Cl)ccc2C)c(C(C)C)n1	1	6	-3	2	2	-5	6	4	0
CN1CCN(CC(=O)NC23CC4CC(CC(C4)C2)C3)CC1	-2	2	-2	-3	1	6	-8	5	-3
